Screens as filed in PubChem.
Growth percent in the NCI-60 one-dose screen (48 h, 10 µM unless noted): 100 = growth as untreated, 0 = no growth, -100 = all killed.
M14: M14 melanoma; AID 1794745; 6.2% of 80,000 active
A549/ATCC: A549/ATCC NSCLC; 3.7% of 81,000 active
HOP-62: HOP-62 NSCLC. 3.9% of 80,000 active
EKVX: EKVX NSCLC; 3% of 71,000 active; AID 1794765
SK-MEL-5: SK-MEL-5 melanoma; 6.4% of 80,000 active; AID 1794755
HOP-92: HOP-92 NSCLC cells. 6.3% of 71,000 active
SK-MEL-2: SK-MEL-2 melanoma. AID 1794763. 4.7% of 77,000 active
SK-MEL-28: SK-MEL-28 melanoma; 4.1% of 81,000 active
An asterisk follows results filed as active; . = no result given; [ ] = dose if it differs, or a comment. How the source made its calls: active means growth percent below 10; inactive means the rest. Compounds as they come; overall some 11% were active at least once.

SMILES | M14 | A549/ATCC | HOP-62 | EKVX | SK-MEL-5 | HOP-92 | SK-MEL-2 | SK-MEL-28
Nc1ncc(Sc2nc3ccc(Cl)cc3c(=O)n2Cc2ccccc2)s1 | 99 | 108 | 97 | 88 | 90 | . | 110 | 93
CC1=NN(c2ccccc2C)C(=O)C1 | 100 | 108 | 105 | 110 | 106 | 115 | 128 | 116
O=[N+]([O-])c1ccc(/C=C2/c3ccccc3-c3ccc([N+](=O)[O-])cc32)cc1 | 103 | 102 | 98 | 101 | 101 | 100 | 104 | 111
O=C1OC(c2c[nH]c3ccccc23)=C(Cl)C1Cl (stereo unspecified) | . | 103 | 89 | 98 | 103 | 89 | 103 | 104
COc1ccc(/C=C(/C#N)C(N)=O)cc1Br | 114 | 106 | 104 | . | 108 | 97 | 124 | 106
Oc1cccc(Nc2ccccc2)c1 | 110 | 104 | 106 | 100 | . | 108 | 129 | 112
C=C1C(=O)O[C@H]2[C@H]1CC/C(COC(=O)CSCC(=O)OC/C1=C/CC[C@@]3(C)O[C@H]3[C@H]3OC(=O)C(=C)[C@@H]3CC1)=C\CC[C@@]1(C)O[C@@H]21 | 1.2* | 73 | 93 | 58 | 63 | -17* | 68 | -3.8*
NC1=NC(Cn2nc(-c3ccccc3)c3ccccc3c2=O)=NNC(=O)N1 | 101 | 93 | . | 99 | 98 | 92 | 101 | 114
Cc1ccc(NC(=O)Nc2ccc(Nc3ncnc4sc5c(c34)CCN(C(=O)OC(C)(C)C)C5)cc2)cc1Cl | 100 | 82 | 87 | 117 | 99 | 84 | . | 112
COc1cc2oc(-c3cccc(NC(=O)c4cccc(Br)c4)c3)cc(=O)c2c(O)c1OC | 92 | 70 | 76 | 101 | 81 | 88 | 87 | 95
COc1ccc(Nc2nc(N)n(S(=O)(=O)c3ccc(F)cc3)n2)cc1 | 93 | 104 | 118 | 99 | 98 | 70 | 113 | 109
O=C(NCCN(CCNC(=O)C(=O)c1c[nH]c2ccccc12)CCNC(=O)C(=O)c1c[nH]c2ccccc12)C(=O)c1cc2ccccc2[nH]1 | 69 | 130 | 74 | 92 | 99 | 72 | 127 | 122
COc1c2occc2c(OC)c2c(=O)c(C3=NN(C(C)=O)C(c4ccc(F)cc4)C3)c(C)oc12 (stereo unspecified) | 107 | 98 | 91 | 98 | 92 | 83 | 98 | .
Cc1cc(Cl)cc(C)c1O | 101 | 99 | 100 | 101 | 116 | . | . | 107
COC(=O)[C@@H]1C(=O)[C@H](C)CC2[C@@]3(C)CC[C@H](O)C(C)(C)C3CC[C@]21C (stereo partly specified) | 107 | 96 | 107 | 105 | 101 | 101 | 103 | 118
O=C(Nc1ccc(Cl)c(Cl)c1)Nc1ccc2[nH]ccc2c1 | . | 95 | 106 | 85 | 99 | 126 | 108 | 107
O=C(Nc1nc2ccc(Cl)cc2s1)c1ccc(Cl)cc1Cl | 115 | 95 | 107 | 83 | 90 | . | 116 | 108
Cc1cn(C)cn1 | 103 | 94 | 111 | 105 | 112 | 82 | 103 | 109
C#Cc1cccc(Nc2ncnc3cc(NC(=O)CCl)ccc23)c1 | -87* | -24* | -70* | -45* | -94* | -75* | -62* | -45*
CC(=O)Nc1cc(C)cc(C(=O)O)c1C | 97 | 87 | 109 | 103 | 103 | . | 118 | 110
COC(=O)CCCCN=Cc1c(O)c(O)c(C(C)C)c2cc(C)c(-c3c(C)cc4c(C(C)C)c(O)c(O)c(C=NCCCCC(=O)OC)c4c3O)c(O)c12 | 23 | 21 | 27 | 14 | 29 | -10* | 17 | 31
CC[C@@H](C)[C@H](NC(=O)Cn1cc(CNC(=O)[C@@H](NC(=O)OCc2ccccc2)C(C)C)nn1)C(=O)OC | 115 | 106 | 108 | 104 | 107 | 111 | 110 | 113
COc1cc2nc(-c3ccsc3)cc(OCCCN3CCC(O)CC3)c2cc1OC | 87 | 61 | 61 | 71 | 97 | 67 | 93 | 94
CCN1C(=O)N(CC)C2C1NN=c1s/c(=C3\C(=O)N(CCC(C)C)c4ccccc43)c(=O)n12 (stereo unspecified) | 13 | 14 | 39 | 48 | 8.2* | 40 | 61 | 60
O=C(Nc1ccccc1)OCC1COC(c2ccccc2)(c2ccccc2)O1 (stereo unspecified) | 112 | 96 | 103 | 100 | 98 | . | 99 | 108
COc1ccc(/C=c2\c(=O)n(-c3ccccc3)c3nn4c(n23)=NNC(=O)C=C4c2ccc(Cl)cc2)cc1 | 99 | 106 | 105 | 97 | 106 | 117 | 107 | 107
O=C1Nc2ccc(Cl)cc2/C1=C/C(=O)c1cc2ccccc2oc1=O | 89 | 123 | 115 | 91 | 101 | 112 | 90 | 112
COc1ccc2cc(-c3ccnc4c(N=Nc5ccccc5)c(-c5ccccc5)nn34)ccc2c1 | 87 | 87 | 105 | 101 | 95 | 92 | 106 | 108
CCc1ccc(N2CCC(=O)NC2=S)cc1 | 99 | 102 | 103 | 99 | 99 | 89 | 114 | 112
CCN(CC)c1ccc2cc(C3C(C#N)=C(c4cccs4)OC(NC)=C3[N+](=O)[O-])c(=O)oc2c1 (stereo unspecified) | 104 | 98 | 91 | 92 | 92 | 93 | 89 | 112
CN(C)/C=C1\CC(C(=O)NCc2ccc(Cl)cc2Cl)NC1=O (stereo unspecified) | 104 | 86 | 92 | 102 | . | 87 | 101 | .
O=C(O)/C=C(\c1nc2ccccc2[nH]1)c1cc(Cl)ccc1O | 102 | 99 | 99 | 77 | 94 | 93 | . | 122
Cc1cc(-c2ccc(N=Nc3c(C)nn(-c4ccc(S(=O)(=O)O)cc4)c3O)c(C)c2)ccc1N=Nc1ccc(O)c(C(=O)O)c1 | 107 | 104 | 88 | 104 | 99 | 109 | 73 | 106
COc1ccc(CN2CCc3c([nH]c(=O)[nH]c3=O)C2)c(OC)c1 | 110[100 µM] | 101[100 µM] | 101[100 µM] | 89[100 µM] | 98[100 µM] | 95[100 µM] | 141[100 µM] | 107[100 µM]
COc1ccc(-c2cc(-c3nc4ccc(C(F)(F)F)cc4[nH]3)[nH]n2)cc1 | 95 | 88 | 107 | . | 88 | 85 | 108 | 96
c1ccc(-c2nc(N3CCOCC3)nc3ccccc23)cc1 | 120 | 89 | 97 | 88 | . | 76 | 108 | 116
CC(C)CSc1nc(NCCO)c(C#N)c(-c2ccc(F)cc2)n1 | 107 | 96 | 97 | 59 | 91 | 96 | 93 | 108
Ic1ccc2oc3ccccc3c2c1 | 105 | 110 | 109 | 99 | 102 | 91 | 114 | 114
C=C1CCC2C3(C)COC(c4cc(F)cc(F)c4)OC3CCC2(C)C1C/C=C1/C(=O)OCC1O (stereo unspecified) | -65* | 4.7* | -64* | -43* | -89* | -52* | -61* | -71*
Nc1c2c(=O)oc3c4ccccc4nc3c2[nH]n1CCO | 100 | 72 | 81 | 93 | 98 | 119 | 100 | 113
COC1OC2COC(c3ccccc3)OC2C(O)C1NC(=O)c1ccccc1 (stereo unspecified) | 96 | 99 | 85 | 96 | 103 | . | 114 | 107
N#Cc1c(-c2ccccc2)nc(SCC(=O)NNc2ncnc3ccccc23)n(Cc2ccccc2)c1=O | 101 | 102 | 93 | 102 | 102 | 100 | 120 | 108
O=CNc1cccc(Cl)c1Cl | 107 | 96 | 100 | 108 | 109 | 86 | 109 | 104
O=C(O)c1ccccc1Nc1cccc(Cl)c1 | 96 | 101 | 96 | 100 | 111 | 119 | 89 | 109
COC(=O)c1[nH]nc(OC)c1C1(C(C#N)c2nc3ccccc3s2)CCCc2ccccc21 (stereo unspecified) | 95 | 96 | 85 | 89 | 98 | 73 | 89 | 79
COc1ccc2c(c1)CC[C@@H]1[C@@H]2CC[C@]2(C)C=CC[C@@H]12 | 92 | 98 | . | 104 | 128 | 93 | 126 | 105
NC[C@H](O)c1ccc(O)c(O)c1 | 96 | 109 | 105 | 113 | 104 | 66 | 110 | 116
CCN1C(=O)/C(=C/N2N=C(c3ccc(Cl)cc3)CC2c2ccc(OC)cc2)SC1=S (stereo unspecified) | 92 | 74 | 96 | 94 | 99 | . | 84 | 103
CCOC(=O)c1[nH]c2c(c1C)C(=O)CSC2 | 88[100 µM] | 83[100 µM] | 61[100 µM] | 33[100 µM] | 48[100 µM] | 46[100 µM] | 100[100 µM] | 91[100 µM]
CCN(c1ccccc1)c1nc(Cl)nc2c1cnn2-c1ccccc1 | 100 | 101 | 106 | 106 | 99 | 53 | 109 | 103

(continued)
Every second line gives: M14, A549/ATCC, HOP-62, EKVX, SK-MEL-5, HOP-92, SK-MEL-2, SK-MEL-28
> CC(=O)NCCCCCCN1CCCCC1
→ 109, 98, 100, 96, 103, 89, 88, 99
> C=CCOc1ccn(C)c(=O)n1
→ 98, 90, 102, 103, 96, ., 97, 101
> O=C(CC(=O)c1ccccc1)CC(O)(/C=C/c1ccccc1)c1ccccc1 (stereo unspecified)
→ 97, ., 103, 104, 99, 66, 90, 108
> CCCn1nc(C(=O)N2CCCCC2)c2c1CCC(Nc1ccc(Oc3ccccc3)cc1)C2 (stereo unspecified)
→ 99, 90, 109, 93, 96, 87, 108, 92
> COc1ccc(-c2cc(C(=O)N=Nc3c(O)n(Cc4ccccc4)c4ccccc34)no2)cc1
→ 106, 103, 96, 96, 98, 103, 103, 109
> CC(=O)Nc1nc(-c2ccc(F)c(NS(=O)(=O)c3cccc4c(N(C)C)cccc34)c2)cs1
→ 113, 73, 112, 74, 34, 92, 104, 85
> Oc1c(CNCCNCc2cc(Cl)cc(Cc3ccccc3)c2O)cc(Cl)cc1Cc1ccccc1
→ 2.4*, 14, 19, 24, -13*, 45, 27, 20
> Cc1nc(/N=C(\N)NC(=O)Nc2ccccc2)sc1C
→ 93, 88, 89, 69, 98, 86, 96, 92
> CCCCCCCCCCCC(C)=O
→ 103, 98, 104, ., 95, 121, 113, 105
> CC1=NN(c2cc(Cl)c(S(=O)(=O)O)cc2Cl)C(=O)C1N=Nc1ccc(S(=O)(=O)O)cc1 (stereo unspecified)
→ 106, 109, 105, 95, 112, 82, 120, 112
> CCCc1nc2c(c(=O)n(C)c(=O)n2C)n1C
→ 119, 95, 100, ., 101, 83, 115, 99
> COc1ccc(-c2cc(-c3ccc(Cl)cc3)c(C#N)c(=O)n2CCCCCC(=O)Nc2ccccc2N)cc1
→ -11*, 36, 42, 51, -80*, 13, 59, 61
> CN(C)S(=O)(=O)n1cnc([C@@H]2c3c(ncn3S(=O)(=O)N(C)C)C[C@H]3Cn4c(=O)n(-c5ccccc5)c(=O)n4C[C@H]32)c1
→ 100, 101, 99, 95, 97, 92, 107, 107
> CCOC(=O)C1=C(CCl)NC(=O)NC1c1ccc2c(c1)OCO2 (stereo unspecified)
→ 32, 66, 54, 53, 9.2*, 60, 70, 46
> CCOC(=O)N/N=C/c1ccc([N+](=O)[O-])o1
→ 106, 99, 118, 107, 98, 113, 111, 115
> O=c1c2cc(F)cc(F)c2sc2c(NCCCNCCO)nc3ccccc3c12
→ 86, 82, 93, 97, 95, 41, 104, 95
> CCCCCN1C=C/C(=C\C(=O)N(C)c2cccc(Br)c2)c2ccccc21
→ 107, 97, 102, 92, 101, 87, 106, 108
> CCOc1ccc(-c2nnc(-c3cc(OC)c(OC)c(OC)c3)n2-c2ccc(OC)cc2)cc1
→ 99, 66, 82, 102, 89, 87, 82, 115
> Nc1ncnc2sc(-c3ccc(Cl)nc3)c(-c3ccccc3)c12
→ 107, 96, 89, ., 92, 71, 101, 102
> CCCCC[C@H]1C/C=C2/C(=O)C(Cl)=C[C@@H]2C/C=C\CCCC(=O)O1
→ -53*, -36*, -37*, -69*, -77*, -49*, -45*, -65*
> COc1ccccc1NC(=O)/C(=C/C1CC(=O)NC1=S)C(C)=O (stereo unspecified)
→ 101, 102, 90, 106, 104, 102, 93, 105
> O=C(/C=C/c1ccc2c(c1)OCO2)c1ccc(Oc2ncnc3ccccc23)cc1
→ 92, 98, 94, 96, 93, 100, 96, 101
> COc1cccc(NC(N)=O)c1
→ 99, 78, 87, 98, 98, 118, 105, 100
> CCOC(=O)c1c2c(c(C)n1Cc1ccccc1)-c1[nH]ncc1CC2
→ ., 86, 68, 91, 68, 66, 118, 125
> CCN(CCO)C(C(=O)c1ccccc1)c1ccccc1 (stereo unspecified)
→ 89, 94, 85, 108, 100, 96, 98, 115
> O=C(C1CN(c2cccc(Cl)c2)N(c2cccc(Cl)c2)C1=O)N1CCCCC1 (stereo unspecified)
→ 82, 86, 107, 89, 85, 56, 94, 92
> Cc1cc(C(=O)Nc2ccc(SC#N)cc2)c(C)o1
→ 101, 82, 64, 90, 100, 110, 110, 104
> Cc1ccc(NC(=O)CC2Sc3ccccc3NC2=O)cc1C (stereo unspecified)
→ 97, 75, 77, 81, 99, 101, 105, 103
> O=C(CSc1nnc(-c2ccc(Cl)cc2)n1-c1ccccc1)Nc1ccc(F)cc1
→ ., 57, 75, 91, 96, 99, 111, 96
> O=Cc1nc2ccccc2c(/C=C/c2ccc(Cl)cc2)c1C(=O)c1ccccc1
→ 101, 95, 93, 94, 100, 94, 96, 97
> CSc1ncc(CO)c(N)n1
→ 92, 105, 98, 109, 107, 62, ., 102
> Oc1c(Cl)cccc1C1CCCCC1
→ 99, 109, 107, 99, 88, 93, 95, 103
> Fc1ccc(/C=C/c2cc(/C=C/c3ccc(F)cc3)n(-c3ccccc3)n2)cc1
→ 91, 76, 107, 91, 104, 105, 76, 101
> Nc1ccnc(N)n1
→ 93, 77, 85, 94, 103, 84, 96, 110
> CCc1ccc(NC(=O)N[C@@H](Cc2cccc(C)c2)C(=O)N[C@@H]2C(=O)N3CCC[C@H]3C(=O)N3CCCC[C@H]3C(=O)N[C@@H](CO)C(=O)N3C[C@H](C)C[C@H]3C(=O)O[C@H]2C)c(F)c1
→ 24, 28, 31, 30, -29*, -0.4*, ., 38
> COc1cccc(/C(N)=N/C(N)=N/c2nc3ccccc3s2)c1
→ 93, 60, 67, 91, 98, ., 100, 103
